# Assay outcomes from PubChem BioAssay.
# AmpC det inh – Promiscuous and Specific Inhibitors of AmpC Beta-Lactamase (assay with detergent); P00811; purified AmpC, nitrocefin hydrolysis with detergent; Potency, µM (series often up to 28.7 µM), without a hit: at the highest dose activity change, negative = inhibition; 0.09% of 71,000 active; active = well fitted curve in the direction sought with a large enough effect
# Target sequence (P00811 whole entry, looked up): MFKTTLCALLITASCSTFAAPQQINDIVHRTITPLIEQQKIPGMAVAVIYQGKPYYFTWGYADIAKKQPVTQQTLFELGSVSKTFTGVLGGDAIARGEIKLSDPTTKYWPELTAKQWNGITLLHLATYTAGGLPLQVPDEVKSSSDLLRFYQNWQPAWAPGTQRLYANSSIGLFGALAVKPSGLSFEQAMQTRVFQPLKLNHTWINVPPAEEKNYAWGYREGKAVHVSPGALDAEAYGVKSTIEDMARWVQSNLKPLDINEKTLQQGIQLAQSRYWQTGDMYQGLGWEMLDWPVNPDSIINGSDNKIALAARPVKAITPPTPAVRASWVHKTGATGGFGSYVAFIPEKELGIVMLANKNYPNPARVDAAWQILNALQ
#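 E. coli AmpC (5.3 nM) in 20 mM phosphate pH 7.0 with 0.01% Triton X-100, preincubated 15 min RT with compound; nitrocefin (2 uL of 800 uM stock) hydrolysis followed by 480 nm absorbance every 20 s over 4 min.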
# * = called active by the depositor; & = joins results of further samples; ! = not active in a repeat; [ ] = dose if it differs, or a comment. % is set by controls: 0 for no effect and ±100 for the full control effect; potency is the fitted concentration of half-maximal effect. This is a subset; rates above refer to the full screens.
SMILES,AmpC det inh
Cc1cc(C(=O)CSc2nc3ccccc3c(=O)n2C)c(C)n1Cc1ccc2c(c1)OCO2,-1.9%
COC(=O)c1cc(-c2ccc3c(c2)OCO3)nc2ccccc12,7.1%
CCCCNC(=O)Cn1cnc2sc(C(=O)OCC)c(C)c2c1=O,-4.9%
O=C(Nc1ccc(N2CCOCC2)cc1)c1ccc(S(=O)(=O)N2CCCCC2)cc1,-2.9%
Clc1ccc(/C=C\c2nc(Cl)c(-c3ccc(Cl)cc3)c(Cl)n2)cc1,-5.8%[5.75 µM]
CCOC(=O)c1c(C)c(C(=O)NCCc2ccc(S(N)(=O)=O)cc2)c(C)n1CC,-2.7%
O=S(=O)(NCCNS(=O)(=O)c1ccccc1)c1ccccc1,-1.5%
Cc1ccc(NC(=O)N2CCC(C(=O)NCC(C)C)CC2)cc1,1.3%
CC1=CCC(C(C)(C)NC(=O)c2ccccc2)C/C1=N\O (configuration not stated),0.4%
CCCn1c(C)cc(C(=O)CN2C(=O)c3ccccc3C2=O)c1C,0.7%
CCS(=O)(=O)N1CCC(C(=O)NCc2cccs2)CC1,-1.3%
CCN(CC)CCNC(=O)CCCCn1c(=S)[nH]c2c([nH]c3ccc(OC)cc32)c1=O,-3.4%
CC1=C(C(=O)OCC(C)C)C(c2ccc(F)cc2)NC(=O)N1 (configuration not stated),4.3%
COc1ccc(/C=N/n2cnnc2SCc2ccccc2)cc1,5.1%
COC(=O)c1ccc(C(NC(=O)OCc2ccccc2)/C(=C/[C@@H](C)C(=O)Nc2ccccc2)c2cccnc2)cc1 (some centres not stated),12.6%
Cc1ccc(Cn2ccc(NC(=O)c3cc(-c4ccc5c(c4)OCO5)on3)n2)cc1,-2.5%
Cc1c(NS(=O)(=O)N2CCCC2)c(=O)n(-c2ccccc2)n1C,-4.7%
Cc1cc(OCC(=O)N2CCOCC2)cc2oc(=O)c3ccccc3c12,-3.0%
O=C(c1cnccn1)N1CCC2(CC1)CCN(c1cccc(-c3ccccc3)c1)CC2,-6.8%
CO[C@H]1[C@H](O[C@H]2O[C@@H](C)[C@@H](O[C@@H]3C[C@](C)(O)[C@H](OC(=O)CC(C)C)[C@H](C)O3)[C@@H](N(C)C)[C@@H]2O)[C@@H](CC=O)C[C@@H](C)[C@@H](O)/C=C\C=C/C[C@@H](C)OC(=O)C[C@H]1OC(C)=O,-4.8%[12.8 µM]
C#CCn1c(=NC(=O)CSCC(=O)N2CCOCC2)sc2ccccc21,-4.2%
CCOC(=O)C1=C(C)NC2=C(C(=O)CCC2)C1c1cc(OC)ccc1OC (configuration not stated),5.5%
CCNC(=O)CN(c1ccc(CC)cc1)S(C)(=O)=O,9.9%
Cc1ccc(S(=O)(=O)Cn2nnnc2C(CC(C)C)N2CCN(C(=O)c3ccco3)CC2)cc1 (configuration not stated),0.6%
Cc1nc(NC(=O)c2ccco2)sc1C(=O)Nc1ccc(Br)cc1,-5.0%
Cc1cc2ccc(C)c(C)c2nc1SCC#N,2.1%
CC1(c2ccc3noc(-c4ccc(Cl)cc4)c3c2)OCCO1,13.7%
O=C(CN1C(=O)NC2(CCCc3ccccc32)C1=O)N1CCN(C(=O)c2ccco2)CC1 (configuration not stated),-0.3%
OCC1CCCN(Cc2ccc(-c3ccccc3)cc2)C1 (configuration not stated),-0.7%
O=C(c1c(Cl)cccc1Cl)N1CCN(c2ccccn2)CC1,0.6%
CCC(NC(=O)OC(C)(C)C)C(=O)Oc1ccc2c3c(c(=O)oc2c1)CCC3 (configuration not stated),-1.8%
COc1ccccc1-c1cc(C(=O)NCc2ccc(Cl)cc2)no1,-5.0%
COc1ccc(Cc2nnc3c4cnn(C)c4ncn23)cc1,-4.5%
CCN(CC)C(=O)c1ccc2c(c1)N(Cc1ccccc1)C(=O)CS2=O (configuration not stated),5.7%
OCCn1cnc2c(SCc3ccccc3)ncnc21,-4.0%[5.75 µM]
O=C1CCCN1c1cc(Cl)ccc1Cl,-3.2%
CN(CC(=O)N1CCc2ccccc2C1)S(=O)(=O)c1ccc2c(c1)c(=O)n(C)c(=O)n2C,12.9%
COc1ccc(OC)c(N2C(=O)C(Cl)=C(N3CCOCC3)C2=O)c1,-11.0%
CCc1ccc(C(=O)Nc2ccc(S(=O)(=O)Nc3nc(C)cc(C)n3)cc2)o1,-2.7%
COc1cc(C(=O)Nc2ccc(N(C)C)cc2)cc(OC)c1OC,-0.4%
O=C(Nc1cccc(F)c1)C1CCCN1S(=O)(=O)c1cccc2cccnc12 (configuration not stated),8.6%
O=C(OCN1C(=O)c2ccccc2C1=O)c1ccccc1,-3.0%
O=C(O)[C@@H]1[C@@H]2O[C@H]([C@@H](Br)[C@H]2Br)[C@H]1C(=O)O,-2.4%[5.75 µM]
CN1[C@H]2CC(OC(=O)[C@H](CO)c3ccccc3)C[C@H]1[C@H]1O[C@H]12 (some centres not stated),9.3%&0.6%
CCOc1cc2c(cc1OCC)C(C(=O)O)C(c1cc(Br)c(O)c(OC)c1)N(C)C2=O (configuration not stated),-3.6%
C[C@@]1(C(=O)O)CCC[C@@H]1C(=O)O,0.0%[5.75 µM]
Cc1ccc(S(=O)(=O)N(Cc2cc3cc4c(cc3[nH]c2=O)OCCO4)CC2CCCO2)cc1 (configuration not stated),16.4%
N=c1sccn1CC(=O)Nc1ccccc1Cc1ccccc1,0.2%
CCOC(=O)C1=C(CN2CCOCC2)NC(=O)NC1c1cc(C)ccc1C (configuration not stated),-4.1%
COc1ccccc1N1CCN(C(=O)C2c3ccccc3Oc3ccccc32)CC1,12.4%
CC(C)CC(c1nnnn1CCc1ccccc1)N1CCN(C(=O)c2ccco2)CC1 (configuration not stated),9.7%
Cc1nc2ccccc2c2c1C(=O)N(C)C2=O,-4.8%
CCC(C(=O)NC1CCCC1)N(C(=O)Cn1nnc(-c2ccc(C)o2)n1)c1cnc2ccccc2c1 (configuration not stated),11.3%
Cc1ccc(NCc2nc3ccccc3n2C)cc1,0.2%
COC(=O)c1ccc(NS(=O)(=O)N(C)C)cc1,-1.3%
COc1cccc(Cn2c(=O)c(-c3cc(F)cc(F)c3)nc3cnc(N(C)C)nc32)c1,0.1%
Clc1ccc2nc(SCc3nnc(-c4ccccc4)o3)[nH]c2c1,8.6%
CCCC[C@@H]1C[C@H]1C(NC(=O)c1cccs1)c1ccccc1C(F)(F)F (some centres not stated),5.0%
CCCOC(=O)C1=C(C)NC2=C(C(=O)CCC2)C1c1cc(OC)ccc1OC (configuration not stated),-2.3%
COc1ccccc1-c1nnc(N(C)C(=O)C2CCCO2)s1 (configuration not stated),10.6%
# (further entries)
SMILES,AmpC det inh
O=C(COC(=O)C1CCC1)NCc1ccccc1Cl,-1.5%
CC12CN3CC(C)(CN(C1)C3c1cc3ccccc3[nH]1)C2=O (configuration not stated),-2.0%
COc1ccc2nc3c(c([Si](C)(C)C(C)(C)C)c2c1)Cn1c-3cccc1=O,-1.3%
O=C(COc1ccc(Cl)cc1Cl)Nc1ccc2nc3n(c(=O)c2c1)CCCC3,6.3%
S=C(S)O[C@@H]1C[C@@H]2C[C@H]1[C@@H]1CCC[C@H]21,15.8µM*!
COc1ccc(CN2CC(C(=O)NCCN3CCN(c4ccccc4F)CC3)CC2=O)cc1 (configuration not stated),1.2%
Brc1cccc(-c2nnc3n2CCC3)c1,-3.3%
Cc1ccc(C(=O)C(C)OC(=O)C2CC(=O)N(C3CCCCC3)C2)cc1 (configuration not stated),-4.0%
CCCOc1ccc(C(=O)c2nc3c(n2O)CCCC3)cc1,-0.2%
O=c1c2c(nc3c(-c4ccc(Cl)cc4)c[nH]n13)CCCC2,19.5%
CCOC(=O)c1c(N)n(Cc2ccco2)c2nc3ccccc3nc12,4.0%
Cc1occc1-c1nnc(SCC(=O)N2CCOCC2)n1CCc1ccccc1,13.0%
Cc1cccc(-n2c(SCC(=O)NCc3ccco3)nnc2-c2ccco2)c1,11.8%
O=C(CN1CCc2ccccc21)NC(=O)NCc1ccco1,1.5%
CC(=O)Nc1ccccc1Sc1ccccc1,-5.2%
CC1=NCC[N@@+]1(CCc1ccccc1)Cc1ccccc1,-2.5%[5.75 µM]
CC1(C)Cc2cccc(OCC(=O)N3CCN(S(=O)(=O)c4ccc(F)cc4)CC3)c2O1,29.4%
O=C(CSc1nnc(-c2cccnc2)n1Cc1ccco1)NCc1ccc2c(c1)OCO2,-3.8%
CCN1CCN(C(=O)c2oc(=O)c3ccccc3c2-c2ccc(C)cc2)CC1,4.4%
CC1(C)C2CC=C(CN3CCOCC3)C1C2 (configuration not stated),-7.1%
CCc1nc(N2CCCC2C(=O)O)c2oc3ccccc3c2n1 (configuration not stated),-0.4%
CC1CCc2cc(F)ccc2N1C(=O)CSc1nnc(-c2cccs2)n1C (configuration not stated),2.2%
Nc1nnc(SCCOc2ccc(Br)cc2)s1,-3.3%
COc1ccccc1NC(=O)N(Cc1ccco1)Cc1cc2cccc(C)c2[nH]c1=O,-1.7%
Cc1ccc(NC(=O)C2C(=O)N(CCO)C3(C)CC2c2ccccc2O3)cc1 (configuration not stated),11.4%
CCN(CC)c1ccc(-c2c(C#N)c(N)nc(OC)c2C#N)cc1,2.9%
c1ccc(-n2ncc3c(NCc4ccccn4)ncnc32)cc1,-3.0%
O=C(CSc1nnc(CNc2ccc(Cl)cc2)o1)Nc1nc2c(s1)CCCC2,-2.6%
CCOC(=O)c1c(C)n(Cc2ccccc2)c2ccc(OCC(O)Cn3nc(C)nc3C)cc12 (configuration not stated),4.4%
Cc1cc(C)c(OCC(=O)Nc2ccccc2N2CCOCC2)c(C)c1,0.2%
O=C(CCCC(=O)N1CCCc2ccccc21)N1CCCc2ccccc21,6.2%
CCOc1ccc(C(CC(=O)O)NC(=O)c2ccco2)cc1OC (configuration not stated),-8.0%
O=C(Nc1ccc(NC(=O)c2ccco2)nc1)c1cccnc1,10.0%
CCOc1cc(C2c3c(oc4cc(C)c(Cl)cc4c3=O)C(=O)N2Cc2ccco2)ccc1O (configuration not stated),-2.1%
O=C(Nc1cc(Cl)ccc1O)C1CCCO1 (configuration not stated),-2.6%
CCCC(=O)Nc1nc2ccc(OC)cc2s1,6.2%
CCOC(=O)c1cc2c(=O)n3ccccc3nc2n(CC(C)C)c1=NC(=O)c1ccco1,-2.2%
CC(C)C1Oc2ccccc2N(CC(=O)NCCCN2C(C)CCCC2C)C1=O (configuration not stated),0.0%
OC[C@@H]1O[C@H](O)[C@@H](Cl)[C@H](O)[C@@H]1O,-2.0%
COc1ccccc1N(CC(=O)Nc1c(C)cccc1C)S(C)(=O)=O,-3.6%

# Of the compounds above, 2 have a tert-butyl group:
SMILES,AmpC det inh
CCC(NC(=O)OC(C)(C)C)C(=O)Oc1ccc2c3c(c(=O)oc2c1)CCC3 (configuration not stated),-1.8%
COc1ccc2nc3c(c([Si](C)(C)C(C)(C)C)c2c1)Cn1c-3cccc1=O,-1.3%

# Remaining list, next part:
SMILES,AmpC det inh
Cc1cnc(CNc2cc(-c3ccoc3)ncn2)cn1,10.2%
O=C(CCCCCN1C(=O)CCC1=O)Nc1ccc2c(c1)OCO2,-6.0%
O=C(OCc1cc2ccccc2[nH]c1=O)c1ccccc1,-2.2%
COc1ccc(N2CCN(c3oc(-c4ccco4)nc3C#N)CC2)cc1,-8.5%
COc1ccc2c(CC(=O)OCC(=O)N3CCc4ccccc43)coc2c1,-0.5%
COc1ccccc1NC(=O)C(CCS(C)(=O)=O)N1C(=O)c2ccccc2C1=O (configuration not stated),-1.4%
Cc1nn(-c2ccc(F)cc2)c2sc(C(=O)O)cc12,-6.2%
O=c1cccc2n1CC1CC2CN(c2ncnc3c2cnn3-c2ccccc2)C1 (configuration not stated),9.5%
COc1cccc(-c2nc(NC3CCNCC3)c3ccccc3n2)c1,3.4%
O=C(CN1CCCCC1)Nc1cccc(Br)c1,-3.9%
COc1ccc(OCCn2c(=N)n(CCO)c3ccccc32)cc1,-4.1%
C=C(CC)C(=O)c1ccc(OCC(=O)O)c(Cl)c1Cl,6.4%
CC(=O)c1ccc(OC(=O)c2cccs2)cc1,3.8%
Cc1cc(C)c2c(n1)nn1c(N3CCN(c4ccccc4)CC3)cc(C)nc21,-3.2%
COCCn1c(SCC(=O)NCc2cccs2)nnc1-c1ccc(OC)cc1,0.4%
COC(=O)C1=C(CN2CCN(C)CC2)NC(=O)NC1c1cc(C)ccc1C (configuration not stated),-5.5%
CS(=O)(=O)N1CCC2(CC1)CN(Cc1cc(C(F)(F)F)cc(C(F)(F)F)c1)C2,-2.4%
NS(=O)(=O)c1ccc(NC(=O)CN2CCCCC2)cc1,0.7%
COC(=O)[C@H](C)NC(=O)Nc1cc(OC)ccc1OC,0.2%
COc1ccc(N2CCN(C(=O)CSc3ncnc4c3cnn4-c3ccccc3C)CC2)cc1,13.7%

# Of the compounds above, these have a cyano group:
SMILES,AmpC det inh
Cc1cc2ccc(C)c(C)c2nc1SCC#N,2.1%
CCN(CC)c1ccc(-c2c(C#N)c(N)nc(OC)c2C#N)cc1,2.9%
COc1ccc(N2CCN(c3oc(-c4ccco4)nc3C#N)CC2)cc1,-8.5%

# Further compounds.
SMILES,AmpC det inh
O=C(OCC(=O)N1CCN(C(=O)c2ccco2)CC1)c1ccccc1Cc1ccccc1,-1.2%
Cc1nc2nc(COc3ccccc3)[nH]n2c(=O)c1C,0.2%
CCOCCCNC(=O)C1CCN(C(=O)N(C)C)CC1,-3.6%
CCOC(=O)c1c(C)oc2c1c(C(c1cccnc1)N1CCN(C)CC1)c(O)c1ccccc12 (configuration not stated),-0.5%
NC(=O)C1CCN(C(=O)CN2CCN(c3cccc(C(F)(F)F)c3)CC2)CC1,1.4%

# Single entries from above.
# CCOC(=O)c1c(C)oc2c1c(C(c1cccnc1)N1CCN(C)CC1)c(O)c1ccccc12 (configuration not stated) | AmpC det inh = -0.5%
# O=C(OCC(=O)N1CCN(C(=O)c2ccco2)CC1)c1ccccc1Cc1ccccc1 | AmpC det inh = -1.2%

# Random excerpt: three compounds from above, in no set order.
SMILES,AmpC det inh
CCOC(=O)c1c(C)oc2c1c(C(c1cccnc1)N1CCN(C)CC1)c(O)c1ccccc12 (configuration not stated),-0.5%
CCOCCCNC(=O)C1CCN(C(=O)N(C)C)CC1,-3.6%
O=C(OCC(=O)N1CCN(C(=O)c2ccco2)CC1)c1ccccc1Cc1ccccc1,-1.2%
